# SKKanGAS inh: inhibitors of SKKanGAS S. pyogenes growth in kanamycin (SK-promoter or general growth effect); BacTiter-Glo, 6 h; inhibition, % at 7.5 µM; 300,000 tested, 1.3% active; AID 1662;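 active = mean replicate score, as percent of positive control median, at least 50; inconclusive = mean below 50 but one replicate at or above 50; inactive = mean and every replicate below 50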;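 also: strain carries kanamycin resistance gene driven by streptokinase promoter and grows in 40 µg/ml kanamycin; loss of luminescence reflects streptokinase promoter inhibition or plain growth inhibition; 0% = median of DMSO wells and 100% = positive control at its reference dose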
# TRPC6 inhibitor: blocks the mouse TRPC6 cation channel; 310,000 tested, 1.1% active; HEK293-TRPC6, membrane potential dye, ACh-evoked depolarization; active compounds read low; B-score at 10 µM;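 active = B-score under library mean minus 3 SD, initial fluorescence not abnormally high, positive integrated signal ratio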;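 also: B-score derived from integrated fluorescence ratio over the kinetic read; more negative B-score means stronger inhibition of depolarization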
# RGS4 pot: potentiators or activators of RGS4 | HEK293 M3R/inducible RGS4, carbachol calcium flux Fluo4; active compounds read low | B-score at 10 µM | AID 463111 | 310,000 tested, 0.92% active;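 active = B-score of the integrated calcium signal more than 4 SD below the library mean, with starting fluorescence not abnormally high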;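 also: negative B-score means reduced calcium response which marks RGS4 activation or potentiation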
#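 Reagent: ECmax carbachol challenge; Test system: M3R-expressing HEK293 line, RGS4 induced by doxycycline; Schedule: overnight RGS4 induction, 30 min dye load 37 °C, 20 min compound RT; Detection: calcium dye Fluo4 fluorescence; Read-out: Agonist-evoked peak-minus-minimum fluorescence over baseline, integrated ratio, B score.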
# RGS4 inh: inhibitors of human RGS4; P49798; HEK293 M3R/RGS4 inducible, Fluo-4 calcium flux; active compounds read high; triggered by carbachol at its EC20; B-score at 10 µM; AID 463165; 310,000 tested, 0.45% active;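 active = B-score, a plate-corrected calcium signal, over three deviations above library mean, with baseline fluorescence within five deviations of library mean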;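 also: RGS4 expression induced by doxycycline in cells with stable M3 receptor; B-score is computed from the integrated fluorescence ratio over baseline after carbachol; higher B-score means a larger calcium signal and so more RGS4 inhibition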
# Target sequence (P49798 whole entry, looked up): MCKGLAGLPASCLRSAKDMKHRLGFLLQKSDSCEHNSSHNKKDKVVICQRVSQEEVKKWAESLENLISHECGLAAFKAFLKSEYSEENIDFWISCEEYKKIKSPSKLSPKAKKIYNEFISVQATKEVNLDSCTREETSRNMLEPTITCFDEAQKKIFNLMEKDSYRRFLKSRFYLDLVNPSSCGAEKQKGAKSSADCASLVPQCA
# MrgX1 PAM: allosterically activates human MrgX1 receptor signaling; Q96LB2; MrgX1-HEK293, Fluo-4 calcium flux, FDSS; active compounds read high; B-score at 10 µM; 310,000 tested, 0.63% active;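 active = plate-corrected calcium response at least 3 library SD above typical, normal starting fluorescence, not activating the receptor alone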;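 also: compound read alongside a low EC10 to EC30 dose of BAM8-22 agonist; peak minus trough fluorescence over baseline measured at the second addition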
# Target sequence (Q96LB2 whole entry, looked up): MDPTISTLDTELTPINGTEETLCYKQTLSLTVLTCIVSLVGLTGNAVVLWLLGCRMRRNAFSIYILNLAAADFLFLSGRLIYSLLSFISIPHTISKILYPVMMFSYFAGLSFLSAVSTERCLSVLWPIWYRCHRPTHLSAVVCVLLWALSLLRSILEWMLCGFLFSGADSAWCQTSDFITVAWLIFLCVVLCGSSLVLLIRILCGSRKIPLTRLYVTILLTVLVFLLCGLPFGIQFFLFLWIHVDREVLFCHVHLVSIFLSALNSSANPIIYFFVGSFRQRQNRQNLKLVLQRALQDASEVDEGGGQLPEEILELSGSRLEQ
# MrgX1 agonist: activates human MrgX1 receptor signaling; Q96LB2; MrgX1-HEK293 cells, Fluo-4 calcium fluorescence, agonist mode; active compounds read high; B-score at 10 µM; 310,000 tested, 0.44% active;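 active = calcium response B-score plate-corrected fluorescence ratio at least 3 library SD, with starting fluorescence B-score inside 5 SD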
#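 System: HEK293 cells stably expressing human MrgX1 receptor; Dosing: test compound in the initial addition of three; Schedule: overnight plating, then 30 min 37 °C plus 30 min room-temperature dye loading; Detection: kinetic calcium dye fluorescence, Fluo-4 NW; Controls: per-plate positive and negative controls for Z′ factor.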
# HDAC3 inh: inhibitors of human histone deacetylase 3; O15379; recombinant HDAC3, fluorogenic peptide/trypsin coupled, fluorescence; inhibition, % at 8.3 µM; 320,000 tested, 0.15% active; in the data active = inhibition above about 26%, passing the limit was not always enough; inconclusive = no clear call, values can overlap the other calls
# Target sequence (O15379 whole entry, looked up): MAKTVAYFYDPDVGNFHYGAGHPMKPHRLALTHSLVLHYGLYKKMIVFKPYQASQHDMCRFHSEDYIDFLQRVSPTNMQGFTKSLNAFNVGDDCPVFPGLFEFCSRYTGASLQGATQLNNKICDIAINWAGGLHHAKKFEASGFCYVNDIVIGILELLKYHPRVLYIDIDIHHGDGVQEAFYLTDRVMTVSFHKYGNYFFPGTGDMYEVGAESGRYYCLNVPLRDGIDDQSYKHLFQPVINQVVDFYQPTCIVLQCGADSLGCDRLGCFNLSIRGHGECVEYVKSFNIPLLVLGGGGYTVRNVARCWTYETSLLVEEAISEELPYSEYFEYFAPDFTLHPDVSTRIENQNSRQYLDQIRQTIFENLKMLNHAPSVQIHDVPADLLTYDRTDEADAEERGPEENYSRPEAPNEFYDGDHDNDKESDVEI
# MrgX1 antagonist: human MrgX1 receptor antagonism, primary screen; Q96LB2; MRGX1-HEK293 calcium flux, Fluo-4, BAM8-22 antagonism; active compounds read low; B-score at 10 µM; 310,000 tested, 1.3% active; AID 588676;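 active = calcium-response B-score plate-corrected more than 3 library SD below zero, starting fluorescence within 5 deviations, no agonist response on first addition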;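 also: peak minus trough fluorescence over baseline after final BAM8-22 challenge near maximal dose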
# ANO1 activ: activators or potentiators of mouse TMEM16A chloride channel | HEK293 TMEM16A/YFP-H148Q/I152L, iodide quench fluorescence; active compounds read low | B-score at 10 µM | 340,000 tested, 0.3% active | AID 623877;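 active = fluorescence-ratio B-score plate-corrected deviation score at least 3 library SD below zero, with starting fluorescence score within 5 deviations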;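 also: channel opened by trigger with iodide after compound preincubation; score built on the fluorescence ratio of max minus min over baseline; more negative score means more quench and so TMEM16A activation or potentiation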
# TMEM16A inh: blocks the mouse calcium-activated chloride channel TMEM16A. HEK293 TMEM16A/YFP iodide influx fluorescence, ionomycin. AID 588511. 310,000 tested, 1.2% active. normalized B-score (activity score, 25-100; higher = stronger inhibition) at 10 µM;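 active = ratio plate-corrected score three or more library SD toward inhibition, starting fluorescence score within five deviations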;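 also: score derived from kinetic fluorescence span divided by baseline fluorescence per well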
# TRPC6 activator: mouse TRPC6 channel activation. HEK293-TRPC6 membrane potential dye fluorescence; active compounds read high. B-score at 10 µM. AID 2550. 310,000 tested, 0.13% active. Q61143;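 active = B-score of the integrated fluorescence ratio above library mean plus 3 SD, and starting fluorescence ratio within library mean plus 5 SD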;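 also: higher score means more depolarization so channel activation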
# * hit, by the source's call; i = inactive; ? = inconclusive; . = not tested or not shown.
SMILES,SKKanGAS inh,TRPC6 inhibitor,RGS4 pot,RGS4 inh,MrgX1 PAM,MrgX1 agonist,HDAC3 inh,MrgX1 antagonist,ANO1 activ,TMEM16A inh,TRPC6 activator
Cn1c(=O)n(C)c2cc(/C=N/n3cnnc3)ccc21,3.8,i,i,i,i,i,2.2,i,i,i,i
O=C(Nc1ccc2c(c1)OCCO2)C1CCN(S(=O)(=O)Cc2ccccc2)CC1,3.8,i,i,i,i,i,1.5,i,i,i,i
CN(C)c1cccc(NC(=O)Cc2ccc(F)cc2)c1,2.5,i,i,i,i,i,1.7,i,i,i,i
COc1ccc(C2=NN(C(=O)CCC(=O)O)C(c3ccccc3)C2)cc1 (stereo not drawn),4.2,i,i,i,.,.,.,.,i,.,i
CC(=O)Nc1ccc(S(=O)(=O)NCCC(=O)NNC(=O)c2ccncc2)cc1,0.3,i,i,i,i,i,-0.3,i,i,i,i
CN1CCC2(CC1)N=C(c1ccc(F)cc1)C(=S)N2C(=O)c1ccccc1,-4.5,i,i,i,i,i,8.7,i,i,i,i
CCOc1ccccc1-c1nc2c(s1)CCc1onc(-c3ccc(OC)cc3)c1-2,0.5,i,i,i,i,i,-0.6,i,i,i,i
CCOc1ccc(N(CC(=O)Nc2cc(OC)cc(OC)c2)S(=O)(=O)c2c(C)[nH]c(=O)[nH]c2=O)cc1,7.9,i,i,i,i,i,11.1,i,i,i,i
CCOc1ccc(OCCOCCN2CCOCC2)cc1,-3.0,i,i,i,i,i,3.7,i,i,i,i
Cc1cccc2cc(C3CC(c4cccs4)=NN3C(=O)CCC(=O)O)c(Cl)nc12 (stereo not drawn),11.9,i,i,i,i,i,3.2,i,i,i,i
CCC(=O)/C=C1/Sc2ccc(OC)cc2N1CCO,-5.9,i,i,i,i,i,12.4,i,i,i,i
CCOC(=O)N1CCN(S(=O)(=O)c2ccc3c(c2)CCN3C(=O)C2CCC2)CC1,-3.5,i,i,i,i,i,1.2,i,i,i,i
CC(=O)Nc1ccc(NC(=O)C(C)OC(=O)CNS(=O)(=O)c2cccc(Cl)c2)cc1 (stereo not drawn),9.1,i,i,i,i,i,-3.6,i,i,i,i
COc1cc(C)c(C(C)C)cc1S(=O)(=O)n1ccnc1,-2.3,i,i,i,i,i,-4.3,i,i,i,i
Cc1ccc(/C=N/NC(=O)Cc2cccs2)o1,-3.1,i,i,i,i,i,-1.6,i,i,i,i
COc1ccccc1Oc1ccc2c(c1)C(=O)N(c1ccc(O)cc1)C2=O,.,.,.,.,i,i,0.4,i,i,i,.
Cc1ccc(S(=O)(=O)Nc2c(NC3CCCCC3)c3ccccc3oc2=O)c(C)c1,-2.0,i,i,i,i,i,-1.4,i,i,i,i
O=C(CN1CCN(c2ccccn2)CC1)Nc1cccc(F)c1,-9.9,i,i,i,i,i,-6.0,i,i,i,i
COc1ccc(C(C(=O)NCc2ccccc2)N(Cc2ccc3c(c2)OCO3)C(=O)c2cnccn2)cc1 (stereo not drawn),-6.9,i,i,i,i,i,0.8,i,i,i,i
CSc1ccccc1-n1nnnc1SCC(=O)Nc1ccccc1C,2.5,i,i,i,i,i,-0.9,i,i,i,i
CCNc1nc(SCC(=O)Nc2ccccc2)nc(N2CCOCC2)n1,1.4,i,i,i,i,i,-12.8,i,i,i,i
COc1cc(OC)cc(-c2cc3nc4c(c(N5CCN(c6ncccn6)CC5)n3n2)CCCC4)c1,?,i,i,i,i,i,7.4,i,i,i,i
Cc1ccc(NC(=S)NCCc2ccccc2)nc1,1.5,i,i,i,i,i,6.9,i,i,i,i
COc1ccc(OC)c(NC(=O)CSc2nc3cccnc3n2C)c1,3.1,i,i,i,i,i,2.9,i,i,i,i
COC(=O)c1ccc(COc2ccccc2/C=C(\C#N)C(=O)Nc2c(C)cc(C)cc2C)cc1,14.9,i,i,i,i,i,1.0,i,i,i,i
# Carrying on:
SMILES,SKKanGAS inh,TRPC6 inhibitor,RGS4 pot,RGS4 inh,MrgX1 PAM,MrgX1 agonist,HDAC3 inh,MrgX1 antagonist,ANO1 activ,TMEM16A inh,TRPC6 activator
Cc1ccc(-n2c(SCC(=O)N3CC(=O)Nc4ccccc43)nc3ccccc3c2=O)cc1,5.5,i,i,i,i,i,1.7,i,i,i,i
Cc1cc(N2CCC(N(C)C3CCCC3)CC2)nc2cc(O)ccc12,1.7,-6.73*,i,i,i,i,-9.0,i,i,i,i
C/C(=N\NC(=O)c1ccn(C)n1)c1cccc(NC(=O)c2ccncc2)c1,2.1,i,i,i,i,i,-0.2,i,i,i,i
COc1cc2c(OC)cccc2cc1C(=O)O,-3.7,i,i,i,i,i,-20.1,i,i,i,i
CCOc1ccc(N(CC(=O)N/N=C/c2ccc(OC(C)C)cc2)S(C)(=O)=O)cc1,-0.3,i,i,i,i,i,0.5,i,i,i,i
CC(=O)Nc1ccc(-c2ccc3nnc(C)n3n2)cc1,0.0,i,i,i,i,i,-1.7,i,i,i,i
COc1ccc(Cc2nc3ccc(C(=O)N4CCCC4)cc3o2)cc1,-0.6,i,i,i,i,i,.,i,i,i,i
Cc1ccnc(N2CCCC(C(=O)Nc3nnc(C)s3)C2)n1 (stereo not drawn),4.3,i,i,i,i,i,-7.0,i,i,i,i
COc1cccc(C2/C(=C(\O)c3ccc4c(c3)OCCO4)C(=O)C(=O)N2CCCN2CCOCC2)c1OC (stereo not drawn),2.0,i,i,i,i,i,-4.7,i,i,i,i
COc1ccc(Cl)c(NC(=O)Nc2c(C)n(-c3ccccc3)c(=O)n2C)c1,1.1,i,i,i,i,i,0.1,i,i,i,i
CC1CCCN(C2(O)C(=O)Nc3ccc(Cl)cc32)C1 (stereo not drawn),-1.9,i,i,i,i,i,0.4,i,i,i,i
Cn1c(=O)n(C)c2cc(C(N)=O)ccc21,-0.9,i,i,i,14.7*,i,-10.5,i,i,i,i
CCOC(=O)C1CCN(S(=O)(=O)CCNC(=O)c2ccc(F)cc2)CC1,-2.7,i,i,i,i,i,-2.6,i,i,i,i
Cc1noc(C)c1S(=O)(=O)N1CCC(C(=O)c2ccccc2)CC1,1.4,i,i,i,i,i,0.9,i,i,i,i
COc1ccc(CNS(=O)(=O)NCc2ccccc2F)cc1,4.1,i,i,i,i,i,-2.2,i,i,i,i
Cc1ccc(-n2c3c(c(=O)[nH]c2=S)C(C(F)(F)F)(C(F)(F)F)NC(=O)N3)cc1,4.4,i,i,i,i,i,9.1,i,i,i,i
Cc1ccccc1OCC(=O)N/N=C/c1cccc2cccnc12,-0.7,i,i,i,i,i,2.8,i,i,i,i
CCOc1ccc(N(CC(=O)NN=C2CCN(C)CC2)S(=O)(=O)c2ccc(Br)cc2)cc1,3.4,i,i,i,i,i,-1.4,i,i,i,i
Cc1ccnc(N/C=C/C(=O)c2ccc(Br)cc2)c1,5.7,i,i,i,i,i,-1.1,i,i,i,i
Brc1cccc2sc(N3CCN(c4ccccc4)CC3)nc12,8.9,i,i,i,i,i,8.9,i,i,i,i
CCOc1cc(OCC)cc(C(=O)NCc2ccco2)c1,14.6,i,i,i,i,i,5.3,i,i,i,i
O=C1C(=O)N(Cc2cccnc2)C(c2cccc(F)c2)/C1=C(/O)c1ccc2c(c1)OCO2 (stereo not drawn),4.3,i,i,i,i,i,.,i,i,i,i
COc1ccc(/C=C/C(=O)NCC(=O)N/N=C(\C)Cc2ccccc2)cc1,-4.2,i,i,i,i,i,-6.2,i,i,i,i
O=C(CCN1C(=O)COc2ccccc21)NCCCN1CCc2ccccc2C1,-6.3,i,i,i,i,i,4.3,i,i,i,i
CCc1ccccc1NS(=O)(=O)c1ccc2c(c1)NC(=O)CC(=O)N2,-7.6,-9.36*,i,i,i,i,-1.8,i,i,i,i
# Other compounds.
SMILES,SKKanGAS inh,TRPC6 inhibitor,RGS4 pot,RGS4 inh,MrgX1 PAM,MrgX1 agonist,HDAC3 inh,MrgX1 antagonist,ANO1 activ,TMEM16A inh,TRPC6 activator
COc1ccc(C(=O)NCc2cnn(C)c2)cc1OC1CCN(C(C)C)CC1,4.0,i,i,i,i,i,-3.5,i,i,i,i
CCCCn1c(N)c(N(CC(C)C)C(=O)c2ccc3c(c2)NC(=O)C(C)S3)c(=O)[nH]c1=O (stereo not drawn),6.3,i,i,i,i,i,-5.9,i,i,i,i
O=C(/C=C/c1c(F)cccc1Cl)NCCCN1CCOCC1,5.6,i,i,i,i,i,4.1,i,i,i,i
Cc1ccc2sc(NC(=O)CN3C(=O)CCC3=O)nc2c1C,-7.3,i,i,i,i,i,-7.0,i,i,i,i
CCN(CC)c1ccc(-c2n[nH]c(=S)n2-c2ccccc2C)cc1,5.3,i,i,i,i,i,1.1,i,i,i,i
CC(C)[C@H](NC(=O)N1CCn2c1nc1ccccc12)C(=O)NCC1CCCO1 (stereo partly drawn),0.6,i,i,i,i,i,-1.0,i,i,i,i
CCOc1ccccc1NC(=O)CCNS(=O)(=O)c1cccc2nsnc12,3.7,i,i,i,i,i,3.1,i,i,i,i
COc1ccc(CCn2c(N)c(C(=O)NCc3ccco3)c3nc4ccccc4nc32)cc1,11.0,i,i,i,i,i,-27.5,i,i,i,i
O=C(NN1C(=O)C2C(c3ccccc3)C=CC(c3ccccc3)C2C1=O)c1ccncc1 (stereo not drawn),1.4,i,i,i,i,27.8*,4.5,i,i,i,i
Cc1nc(CSc2ccc(Cl)cc2)cc(N2CC(C)OC(C)C2)n1 (stereo not drawn),0.2,i,i,i,i,i,0.4,i,i,i,i
CCNC(=O)N(C)c1nncnc1C(=O)NC,-2.2,i,i,i,.,.,.,.,i,.,i
COc1ccc(C(=O)N2CCCC(Nc3ccc(F)c(F)c3)C2)c(OC)n1 (stereo not drawn),-3.0,i,i,i,i,i,-6.9,i,i,i,i
CN(C(=O)C1CCOC1)c1nnc(-c2cnccn2)s1 (stereo not drawn),-0.2,i,i,i,i,i,3.4,i,i,i,i
Cc1c(C(=O)Nc2cc(F)ccc2F)sc2nc3n(c(=O)c12)CCCCC3,4.9,i,i,i,i,i,1.3,i,i,i,i
CCC(=O)Nc1ccc(NC(=O)c2ccco2)c(OC)c1,1.3,i,i,i,i,i,-5.0,i,i,i,i
CC(C)c1ccc(NC(=O)C(=O)c2cn(CC(=O)N3CCCCC3)c3ccccc23)cc1,9.6,i,i,i,i,i,2.2,i,i,i,i
COCC(=O)/C=C1\Sc2ccccc2N1C,-8.4,i,i,i,i,i,-1.7,i,i,i,i
CCOCCCNC(=O)CCn1nc(-c2ccc(Cl)cc2)ccc1=O,-0.6,i,i,i,i,i,-2.5,i,i,i,i

# High-throughput results as filed in PubChem BioAssay.
